Compound activity (PubChem BioAssay)
D2 antag: HTS Assay for Allosteric Antagonists of the Human D2 Dopamine Receptor: Primary Screen for Antagonists; D(2) dopamine receptor (Homo sapiens), P14416; HEK293 TREx D2 cells, calcium flux, dopamine EC80; inhibition, % at 10 µM; hit rate 2% among 340,000; AID 485344, 2010; in the data active means inhibition above about 30%; further: 0% is about no effect
Target sequence (P14416 whole entry, looked up): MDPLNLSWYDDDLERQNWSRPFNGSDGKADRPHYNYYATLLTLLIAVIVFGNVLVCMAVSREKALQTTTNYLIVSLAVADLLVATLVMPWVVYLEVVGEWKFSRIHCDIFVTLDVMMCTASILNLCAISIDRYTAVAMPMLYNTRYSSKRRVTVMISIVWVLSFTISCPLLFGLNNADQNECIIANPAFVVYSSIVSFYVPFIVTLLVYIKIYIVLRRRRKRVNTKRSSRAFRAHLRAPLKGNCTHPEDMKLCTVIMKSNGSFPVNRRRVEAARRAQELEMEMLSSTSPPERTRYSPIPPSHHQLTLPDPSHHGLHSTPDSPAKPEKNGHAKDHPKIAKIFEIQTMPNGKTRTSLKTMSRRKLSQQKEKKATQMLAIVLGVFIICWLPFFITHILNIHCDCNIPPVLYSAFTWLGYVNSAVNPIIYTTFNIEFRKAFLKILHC
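Dopamine at EC80 is the agonist stimulus; test compounds precede it by 180 s. Calcium flux read kinetically in a force-coupled, inducible HEK293 T-REx D2 cell line.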
USP1 inh: Inhibitors of USP1/UAF1: Primary Screen; Ubiquitin carboxyl-terminal hydrolase 1 (Homo sapiens), O94782; recombinant USP1/UAF1, Ub-Rhodamine cleavage fluorescence; Potency, µM (titrated, usually from 57.1 µM), inactives show top-dose activity change, negative = inhibition, actives largely listed as inhibitors; hit rate 0.23% among 390,000; AID 743255, 2014; further: potency means the concentration at half of the fitted maximal effect; on the % scale 0 is the no-effect control and ±100 the full control effect; nearly all actives have a fitted effect of over 60% in size; inactives centre near -12
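USP1/UAF1 complex at 1 nM was preincubated with compound for 15 min at room temperature, then Ub-Rho substrate (150nM final) was added. Fluorescence (480/540 nm) was read kinetically, 6 reads every 60 seconds.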
TRHR enhancer: qHTS for Small Molecule Agonists and Allosteric Enhancers of Human TRH Receptor: Primary Screen for Enhancers; TRHR cells, fluo-8 calcium fluorescence, EC20 TRH enhancement; AID 493056, 2011; hit rate 0.66% among 360,000; enhancement, % at 2 µM; in the data active means enhancement above about 30%; further: 0% is about no effect
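TRHR-expressing cells loaded with fluo-8 calcium dye were read kinetically (ex 480/em 530) during compound addition, then stimulated with an EC20 of TRH (10 nM final). Enhancement of the Gq-mediated intracellular calcium response was scored.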
mIDH1 inhibitor: qHTS for Inhibitors of mutant isocitrate dehydrogenase 1 (IDH1): qHTS; IDH1-R132H enzyme, NADPH consumption, diaphorase/resazurin fluorescence; Potency, µM (titrated, usually from 76.6 µM), inactives show top-dose activity change, negative = inhibition, most hits filed as inhibitors; hit rate 0.093% among 390,000; AID 602179, 2012; further: potency means the concentration at half of the fitted maximal effect; on the % scale 0 is the no-effect control and ±100 the full control effect; nearly all actives have a fitted effect of over 65% in size
Target sequence (O75874 whole entry R132H, stated change not applied): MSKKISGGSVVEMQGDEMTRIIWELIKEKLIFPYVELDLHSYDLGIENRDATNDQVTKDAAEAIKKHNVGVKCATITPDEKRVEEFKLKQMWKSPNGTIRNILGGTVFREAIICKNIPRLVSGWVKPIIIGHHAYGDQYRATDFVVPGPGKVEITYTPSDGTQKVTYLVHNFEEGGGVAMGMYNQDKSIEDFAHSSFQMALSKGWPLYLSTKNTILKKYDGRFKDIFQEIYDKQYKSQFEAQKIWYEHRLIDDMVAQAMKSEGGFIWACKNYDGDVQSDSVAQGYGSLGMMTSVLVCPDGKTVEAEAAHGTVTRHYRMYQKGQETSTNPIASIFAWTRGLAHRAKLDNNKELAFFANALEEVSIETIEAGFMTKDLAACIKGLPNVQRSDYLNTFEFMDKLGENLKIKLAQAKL
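IDH1-R132H (0.5 ug/mL) preincubated 30 min with compound, then NADPH (0.016 mM) and alpha-KG (2 mM) added; 80 min at RT, pH 7.5. Remaining NADPH coupled via diaphorase/resazurin to fluorescence (540/590 nm); concentration-response curves normalized to no-enzyme control.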
rTrxR1 inhibitor: qHTS Assay for Inhibitors of Mammalian Selenoprotein Thioredoxin Reductase 1 (TrxR1): qHTS; Thioredoxin reductase 1, cytoplasmic (Rattus norvegicus), O89049; recombinant rTrxR1, NADPH fluorescence consumption, selenite substrate; Potency, µM (titrated, usually from 114 µM), for the others: at the highest dose activity change, negative = inhibition, actives largely listed as inhibitors; hit rate 1% among 390,000; AID 588453, 2011; further: potency means the concentration at half of the fitted maximal effect; on the % scale 0 is the no-effect control and ±100 the full control effect; nearly all actives have a fitted effect of over 65% in size
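Rat TrxR1 (90 nM in the dispensed reagent) was pre-reduced with 400 uM NADPH for 5 min at room temperature, then incubated with compound for 15 min. After 400 uM selenite was added, NADPH fluorescence (Ex 340/Em 450 nm) was followed for 8 min.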
Pin1 inhibitor: qHTS Assay to Find Inhibitors of Pin1. hit rate 0.009% among 390,000. Peptidyl-prolyl cis-trans isomerase NIMA-interacting 1 (Homo sapiens), Q13526. AID 504891, 2011. Potency, µM (series often up to 115 µM), inactives show at the highest dose activity, negative = inhibition, most hits filed as inhibitors. Pin1 FP peptide displacement, HiFluor488, 10 min; active means well fitted inhibition curve with a large enough effect in the polarisation, with a control signal flat, not every such curve was filed as active; inconclusive means small, poorly fitted or top-dose-only effect, or effect the other way, or a change in a side signal; inactive means no such curve, though single readings can be large or run the other way; the % refers to the polarisation; further: potency means the concentration at half of the fitted maximal effect; on the % scale 0 is the no-effect control and ±100 the full control effect
Target sequence (Q13526 whole entry, looked up): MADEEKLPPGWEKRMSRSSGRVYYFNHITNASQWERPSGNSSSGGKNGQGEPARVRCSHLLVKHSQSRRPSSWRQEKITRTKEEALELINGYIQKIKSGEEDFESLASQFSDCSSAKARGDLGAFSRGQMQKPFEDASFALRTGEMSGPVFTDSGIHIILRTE
TrxR1 substrate: qHTS Assay for Substrates of Mammalian Selenoprotein Thioredoxin Reductase 1 (TrxR1): qHTS. Thioredoxin reductase 1, cytoplasmic (Rattus norvegicus), O89049. purified TrxR1 substrate turnover, NADPH consumption readout. Potency, µM (titrated, usually from 114 µM), without a hit: at the highest dose activity change, negative = substrate turnover. hit rate 0.01% among 390,000. AID 588456, 2011; further: potency means the concentration at half of the fitted maximal effect; on the % scale 0 is the no-effect control and ±100 the full control effect; nearly all actives have a fitted effect of over 50% in size
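Rat TrxR1, dispensed at 90 nM, was prereduced with 400 uM NADPH (final) for 5 min at ~22 deg C, then incubated with compound 15 min before 400 uM selenite. A first-read NADPH fluorescence drop versus no-compound background flagged substrates.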
TRHR agonist: qHTS for Small Molecule Agonists and Allosteric Enhancers of Human TRH Receptor: Primary Screen for Agonists; activation, % at 2 µM; TRHR cells, calcium flux fluo-8, FDSS agonist mode; hit rate 0.18% among 360,000; Thyrotropin-releasing hormone receptor (Homo sapiens), P34981; in the data active means activation above about 30%; further: 0% is about no effect
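In this calcium-flux screen, cells bearing human TRHR are dye-loaded with fluo-8, baselined for 10 cycles, then exposed to library compounds; positive kinetic calcium responses during the agonist phase mark hits, with TRH as control.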
D2 agonist: HTS Assay for Allosteric Agonists of the Human D2 Dopamine Receptor: Primary Screen for Agonists | D(2) dopamine receptor (Homo sapiens), P14416 | HEK293 T-REx D2 cells, calcium flux agonist mode | activation, % at 2 µM | hit rate 0.53% among 340,000;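 active means activation over 3 SD above normal in the single-dose calcium agonist read, cut at about 30% in these data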; further: 0% is about no effect
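Calcium-flux readout, 1 cycle/sec over 180 s following compound pin transfer, in inducible HEK293 Trex D2 cells (force-coupled); dopamine controls included. Positive calcium responses during this window marked compounds as potential agonists.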
* hit, by the source's call; ? = inconclusive; / = not tested or not shown; & = joins results of further samples; [ ] = another dose, or the depositor's remark. Unless noted, the call rests on the fitted dose curve; in most records, active means well fitted inhibition curve with a large enough effect; inconclusive means small, poorly fitted or top-dose-only effect; inactive means no such curve, though single readings can be large or run the other way. Some of the compounds tested. The share of hits here may be higher or lower than overall.

SMILES	D2 antag	USP1 inh	TRHR enhancer	mIDH1 inhibitor	rTrxR1 inhibitor	Pin1 inhibitor	TrxR1 substrate	TRHR agonist	D2 agonist
CCC(=O)N1CCc2cc(S(=O)(=O)NCCC(=O)N3CCN(Cc4ccccc4)CC3)ccc21	0	-6%	-2	4%	2%	1%	0%	-0.1	1.5
CCc1nnc2n1N=C(c1ccc(OC)cc1)CS2	34*	4%	6	9%	2%	0%	-2%	-0.6	0.1
O=S(=O)(Nc1cccc2cccnc12)c1cccc2ccccc12	/	/	-2	/	26%	1%	12%[0.457 µM]	0.4	/
CNC(=O)c1ccc(OCc2ccccc2)c(OC)c1	7	-15%	6	4%	22%[57.1 µM]	-3%	9%[57.1 µM]	0.2	-0.9
COc1ccc(-c2cn(Cc3ccc(C(=O)c4ccccc4)cc3)nn2)cc1	17	-14%	-3	2%[38.3 µM]	35%&65%[activator]	12%	5%&-4%	0.6	-0.1
O=C(CN1C(=O)NC2(CCCCCC2)C1=O)NCc1ccc(F)cc1	/	1%	/	20%	-10%	36%[activator]	6%[57.1 µM]	/	/
CCn1cc([N+](=O)[O-])c(C(=O)Nc2nc(-c3ccc(C)cc3)c(C)s2)n1	-15	-5%	-4	2%	7%	-7%	3%	-0.3	-0.2
COc1ccc(-c2csc(N)n2)cc1F	3	-11%	13	10%	17%	1%	4%	-1.4	1.4
CC(Cc1cccs1)NC(=O)Nc1ccc([N+](=O)[O-])cc1 (stereo unspecified)	11	-2%	0	7%	14%	0%	-12%	0.0	5.1
CC12Cc3ccc4ccccc4c3C=C1C[N+](C)(C)C2 (stereo unspecified)	-8	6%	10	-2%	13%	4%	16%	1.1	0.1
CCCOc1cccc(C2c3c(oc4ccc(F)cc4c3=O)C(=O)N2CCCN2CCOCC2)c1 (stereo unspecified)	/	-20%	-1	-20%	9%	-3%	1%	1.0	/
CC(=O)Nc1ccc(NC(=O)C2CC(=O)N(c3ccc(Cl)cc3)C2)cc1 (stereo unspecified)	1	-20%	-2	6%	-6%	43%[activator]	-4%	0.2	-0.2
CCNC(=O)/C(C#N)=C/c1c(N2CCN(C)CC2)nc2c(C)cccn2c1=O	10	-1%	0	2%	7%[57.1 µM]	0%	15%	-1.5	-1.1
Cc1onc(-c2ccc(Cl)cc2)c1-c1ccnn1S(=O)(=O)c1cccc(C(F)(F)F)c1	11	-10%	-2	7%	41%[activator][57.1 µM]	6%	4%[57.1 µM]	1.1	-0.2
Nc1ccc(C(=O)OCCCc2nc3ccccc3[nH]2)cc1	-7	-2%	8	6%	-3%	-5%	-6%	-0.2	0.3
COc1cccc(/C=N/Nc2ncc(C(F)(F)F)cc2Cl)c1O	-9	-18%	0	7%	-7%	3%	-11%	-0.9	0.5
CC(=O)c1ccc(NC(=O)CC(C)S(=O)(=O)c2ccc3c(c2)CCN3C(C)=O)cc1 (stereo unspecified)	-23	-15%	-4	-1%	14%	-3%	-4%	-0.4	0.6
C=CCn1c(SCC(=O)Nc2ncc(Cc3ccc(C)c(Cl)c3)s2)nnc1-c1ccncc1	-13	-6%	0	12%	12%[57.1 µM]	-2%	3%[57.1 µM]	-0.1	1.2
COc1ccc(NC(=O)c2c(NC(=O)Cc3ccccc3)sc3c2CCCC3)cc1	/	-21%	5	9%	19%	31%[activator]	6%	-2.5	-0.8
COC(=O)[C@]1(C)N[C@H](c2ccc(-c3cccc(Cl)c3)c(OC)c2)[C@@H]2C(=O)N(C)C(=O)[C@@H]21	/	-9%	/	3%	-18%	1%	2%	/	/
CCOc1nsc(OCC)n1	-10	-5%	-4	0%	-19%	1%	-13%	0.6	-1.9
Cc1c(/C=N/O)sc2ccccc12	11	-31%	4	2%	5%	-6%	1%	-0.5	-1.4
O=C(O)C1CCc2nc(NCc3ccccc3)nc(NCc3ccccc3)c2C1 (stereo unspecified)	/	-4%	/	-1%	-3%	0%	0%	/	/
CCOC(=O)CC(=O)CSc1nc2ccccc2c(=O)n1-c1ccc(C(=O)NCCOC)cc1	-4	-11%&-11%	-1&4	5%&-2%	13%&-21%[57.1 µM]	4%&2%	0%&1%[57.1 µM]	0.6&0.6	-0.7&0.6
CCN(CCn1cccn1)C(=O)c1cccc(OC2CCN(S(C)(=O)=O)CC2)c1	/	-12%	2	11%	-14%	3%	-4%	0.0	/

(cont.)
SMILES	D2 antag	USP1 inh	TRHR enhancer	mIDH1 inhibitor	rTrxR1 inhibitor	Pin1 inhibitor	TrxR1 substrate	TRHR agonist	D2 agonist
CCc1nn2c(=O)cc(COC(=O)c3cccc(NC(=O)COc4ccccc4F)c3)nc2s1	/	-21%	5	-8%	6%[57.1 µM]	1%	-5%[57.1 µM]	-1.7	-1.1
CC1CC(C)(C)NC(=S)N1CC(=O)NCc1ccccc1Cl (stereo unspecified)	2	-16%	0	7%	-9%	6%	-4%	-0.2	-0.7
O=C1CCC[C@@H]2[C@H]3CCC[N+]4([O-])CCC[C@@H](CN12)[C@@H]34 (stereo partly specified)	-10	-4%	17	0%	-17%	2%	-9%	-1.0	0.1
Cc1ccc(NC(=O)CN(C)C(=O)CCC(=O)c2cccs2)cc1	4	-1%	6	0%	-6%	0%	0%	-0.2	0.4
Cc1cc(Cl)ccc1C(=O)C1CCCN(C(=O)c2cccnc2C)C1 (stereo unspecified)	3	-3%	1	-8%	-11%	1%	-10%	-0.4	-1.1
Cc1cccc(-c2cc(C(=O)N/N=C/c3cccnc3)c3ccccc3n2)c1	/	-21%	/	-8%	2%	1%	-5%	/	/
CCOC(=O)N1CCC(NCCNC(=O)c2cccc(F)c2)CC1	60*	-17%	-6	7%	-6%	2%	1%	-0.2	5.7
c1ccc(Oc2cccc(OCCCn3cncn3)c2)cc1	/	4%	1	2%	16%	-6%	1%	-0.6	/
CCN1CCc2c(C#N)c(N3CCCCC3)nc(NCc3ccccc3)c2C1	11	-28%	3	0%	-26%	-11%	-3%	1.0	-0.3
Cc1ccc(NC(=O)c2ccc([N+](=O)[O-])o2)cc1C	5	-14%	-7	-1%	?	2%	-7%[57.1 µM]	-0.8	-1.0
Cc1nc2ccc(NC(=O)N(C(C)C)C(C)C)cc2s1	4	-9%	4	0%	3%	-2%	0%	0.5	0.5
Cc1ccc(-c2nn3c(C)nnc3c3ccccc23)cc1S(=O)(=O)NC(C)c1ccccc1 (stereo unspecified)	-13	-24%	5	-16%	33%[11.4 µM]	5%	-2%[11.4 µM]	0.0	-0.5
COC(=O)c1ccccc1NC(=O)C/C(C)=N/NC(=O)CC#N	7	1%	15	0%	19%[57.1 µM]	1%	13%	-0.6	-0.4
Cc1ccc(NC(=O)CNC(=O)c2cccc(C)c2)nc1	0	-1%	3	9%	1%[57.1 µM]	-11%	-2%[57.1 µM]	-0.6	-0.2
CC1(C)N=C(N)NC(Nc2cccc(Br)c2)=N1	-5	-8%	6	4%	3%	-6%	-4%	0.4	0.0
O=Cc1ccc(OCc2ccc3ccccc3c2)cc1	-8	-21%	-5	4%	27%[57.1 µM]	-3%	-7%	0.1	0.9
CC(=O)Nc1ccc(S(=O)(=O)Oc2cccc(N3C(=O)C4CCCCC4C3=O)c2)cc1 (stereo unspecified)	10	-13%	-9	2%	-1%	-1%	-8%	0.2	1.3
CCC1CN(C(=O)N2CCC(C(=O)NCc3ccco3)CC2)c2cc(C)ccc2O1 (stereo unspecified)	7	-9%&-30%	-2&-2	0%&-7%	-9%&15%	0%&6%	-10%&-4%	-0.9&0.3	-0.3&-1.7
CCOC(=O)c1ccc(NC(=O)C23CCC(C)(C(=O)O2)C3(C)C)cc1 (stereo unspecified)	-12	-4%	2	9%	-1%	-4%	-1%	-0.2	-2.3
O=C1C(=C(O)c2ccccc2)C(=O)c2ccccc21	4	?	-1	7%	?	-4%	-7%	-0.3	-0.8
N#Cc1ccc(C(=O)Nc2ccn(-c3ccccc3)n2)cc1	-8	-15%	3	11%	30%	1%	6%	-0.1	0.7
Cc1cccc(NC(=O)Cn2c(O)c(N=NC(N)=S)c3ccccc32)c1	8	-5%	1	-3%	17%	3%	0%	-0.5	-0.6
CC(C)(C)C(O)(CC#CCN1CCCC1)c1ccccc1 (stereo unspecified)	10	-18%	3	5%	-3%[57.1 µM]	-5%	-3%[57.1 µM]	1.9	1.0
NNC(=O)C1CCCn2c1nc1sc3c(c1c2=O)CCCC3 (stereo unspecified)	-2	-13%	-3	13%	-1%	1%	-4%	1.5	0.9

3 of these compounds in another layout.
Structure,D2 antag,USP1 inh,TRHR enhancer,mIDH1 inhibitor,rTrxR1 inhibitor,Pin1 inhibitor,TrxR1 substrate,TRHR agonist,D2 agonist
O=S(=O)(Nc1cccc2cccnc12)c1cccc2ccccc12,/,/,-2,/,26%,1%,12%[0.457 µM],0.4,/
CNC(=O)c1ccc(OCc2ccccc2)c(OC)c1,7,-15%,6,4%,22%[57.1 µM],-3%,9%[57.1 µM],0.2,-0.9
COc1ccc(-c2cn(Cc3ccc(C(=O)c4ccccc4)cc3)nn2)cc1,17,-14%,-3,2%[38.3 µM],35%&65%[activator],12%,5%&-4%,0.6,-0.1
